# Compound activity (PubChem)
# MBD2 inh = inhibitors of MBD2 binding to methylated DNA, primary screen, biochemical, TR-FRET, DNA-binding domain, human; MBD2 binding to methylated oligonucleotide; inhibition, % at 4.4 µM; Methyl-CpG-binding domain protein 2 (Homo sapiens), Q9UBB5; 0.31% of 370,000 active; AID 686964, 2013; in the data active = inhibition above about 13%
# ARFGAP1 inhibitor = inhibitors of rat ARFGAP1 GAP activity, primary screen, biochemical, fluorescence polarization, GDP tracer | inhibition, % at 16.5 µM | 0.26% of 360,000 active | AID 651572, 2012 | Arfgap1-stimulated ARF1 GTP hydrolysis, GDP FP detection | ADP-ribosylation factor GTPase-activating protein 1 (Rattus norvegicus), Q62848;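 active = inhibition above a per-plate limit, mean inhibition of low control wells plus 3 SD, cut at about 25% in these data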;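 note: 0% = DMSO wells with enzyme and 100% = wells lacking Arfgap1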
#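 Replicates: Single well per compound | Assay system: Truncated rat Arfgap1 GAP domain | Control set: No-Arfgap1 wells (100%) versus DMSO full-reaction wells (0%) | Times: Enzyme reaction 120 min at 25 °C after 20 min preincubation | Reagent: Human ARF1(Δ1-17)-GTP substrate | Measured by: Tracer-displacement fluorescence polarization with EDTA stop, 620/688 nm | Measure: Percent inhibition of Arfgap1-stimulated GTP hydrolysis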
# DDE Tn6 FP inh = inhibitors of Tn6 peptide binding to fibrin DD(E), primary screen, biochemical, fluorescence polarization, human fibrin, Tn6 probe; Fibrin DD(E) TRITC-Tn6 fluorescence polarization displacement; inhibition, % at 8.3 µM; 0.21% of 370,000 active; AID 720509, 2013;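 active = inhibition above a per-campaign cutoff: mean of compounds within control limits plus 3 SD, cut at about 15% in these data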;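 note: 0% = median of all compound wells on the plate and 100% = blocking peptide control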
# proKLK7 act = proKLK7 zymogen activators, primary screen, biochemical, fluorescence intensity; 0.9% of 370,000 active; purified proKLK7, EDANS-DABCYL substrate fluorescence; 100% is mature enzyme control, 0% vehicle; activation, % at 7 µM;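 active = activation above the mean of all tested compounds plus 3 SD, computed per campaign excluding outliers beyond control limits, cut at about 13% in these data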
# ASAP1 GAP inh = inhibitors of human ASAP1 ArfGAP activity, primary screen, biochemical, fluorescence polarization; ASAP1-stimulated ARF1 GTP hydrolysis, GDP FP detection; AID 624377, 2012; inhibition, % at 16.5 µM; 0.19% of 360,000 active; in the data active = inhibition above about 25%;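 note: 0% = vehicle with enzyme and substrate and 100% = no enzyme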
# Tn7 DDE FP = inhibitors of Tn7 peptide binding to fibrin DD(E), primary screen, biochemical, fluorescence polarization, human fibrin, Tn7 probe; Fibrinogen beta chain (Homo sapiens), P02675; FP displacement of FITC-Tn7 peptide from fibrin DD(E); 0% = median of compound wells per plate; AID 720508, 2013; 0.13% of 370,000 active; inhibition, % at 8.3 µM;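 active = inhibition above the mean of compounds falling within the control limits plus 3 SD of them, cut at about 14% in these data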;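 note: 0% = plate median of compound wells and 100% = 10 µM Aha-Tn7 peptide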
#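 Assay system: human fibrin DD(E). Input: DD(E) 2 µM final. Medium: Tris buffer with calcium and detergent, pH 7.8. Compound dosing: single point at 8.3 µM. Timing: 10 min plus 3 h, room temperature. Technique: fluorescence polarization of the labelled Tn7 tracer. Read-out: percent inhibition. Replicates: singlicate testing.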
# ADAM17 inh = ADAM17 inhibitors, primary screen, biochemical, QFRET. recombinant ADAM17, EDANS/DABCYL FRET peptide cleavage. inhibition, % at 6.95 µM. 0.83% of 370,000 active. AID 720648, 2013;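 active = inhibition above the mean of compounds lying between control limits plus 3 SD, set per campaign, cut at about 8.5% in these data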;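 note: 0% = DMSO-only wells as the low control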
# UHRF1 binding = UHRF1 methylated DNA binding inhibitors, primary screen, counter-screen for MBD2 inhibitor project, biochemical, TR-FRET, human UHRF1, single concentration. UHRF1 binding to methylated oligo. AID 687016, 2013. inhibition, % at 4.4 µM. E3 ubiquitin-protein ligase UHRF1 (Homo sapiens), Q96T88. 0.75% of 370,000 active; in the data active = inhibition above about 21%;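 note: UHRF1 SRA domain binding a hemimethylated CpG hairpin DNA probe; 0% = median of test compound wells and 100% = reference inhibitor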
# PLC-gamma1 inh = PLC-gamma1 enzyme inhibitors, primary screen, biochemical, fluorescence, purified enzyme; fluorogenic substrate; inhibition, % at 12.2 µM; 0.84% of 370,000 active; in the data active = inhibition above about 9.5%
# PLCb3 inh = human PLC-beta3 inhibitors, primary screen, biochemical, fluorescence | inhibition, % at 12.2 µM | 0.18% of 370,000 active | 1-phosphatidylinositol 4,5-bisphosphate phosphodiesterase beta-3 (Homo sapiens), Q01970 | Purified PLC-beta3, fluorogenic substrate; in the data active = inhibition above about 11%;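 note: 0% = median of compound wells on plate and 100% = full blocker control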
# Active calls of the source: *; i = inactive.
# Sample of the layout (two entries):
SMILES,MBD2 inh,ARFGAP1 inhibitor,DDE Tn6 FP inh,proKLK7 act,ASAP1 GAP inh,Tn7 DDE FP,ADAM17 inh,UHRF1 binding,PLC-gamma1 inh,PLCb3 inh
CCN(C(=O)/C=C/c1ccc2c(c1)OCO2)c1ccccc1,-2,6,-1,0.4,0,-5,4,7,5,3
Cc1ccccc1CSc1nn2c(=O)c(C)nnc2s1,1,8,-13,0.2,3,-5,-5,1,1,0

# The list itself (from the top)
SMILES,MBD2 inh,ARFGAP1 inhibitor,DDE Tn6 FP inh,proKLK7 act,ASAP1 GAP inh,Tn7 DDE FP,ADAM17 inh,UHRF1 binding,PLC-gamma1 inh,PLCb3 inh
CCN(C(=O)/C=C/c1ccc2c(c1)OCO2)c1ccccc1,-2,6,-1,0.4,0,-5,4,7,5,3
Cc1ccccc1CSc1nn2c(=O)c(C)nnc2s1,1,8,-13,0.2,3,-5,-5,1,1,0
Fc1cccc2sc(Nc3nc4cc5c(cc4s3)OCO5)nc12,2,7,1,-6.3,-1,7,-86,0,-35,-38
Cc1cc(C(=O)NC(C)c2ccccc2)c2cc(F)ccc2n1 (configuration not stated),3,1,-3,-0.7,15,1,-6,-1,-2,-9
CC(NC(=O)Nc1ccc(Cl)cc1)C(c1cccs1)N1CCOCC1 (configuration not stated),4,-11,-1,0.3,-4,-4,-3,2,4,-1
O=C(CCSc1ccccc1)Nc1ccc(OCc2ccccc2)cc1,-6,11,9,-0.2,4,3,-4,1,0,0
O=S(=O)(/N=S1\CC=CCN1S(=O)(=O)c1ccccc1)c1ccccc1 (configuration not stated),-3,-6,-3,-0.6,-7,6,-5,-1,7,-6
O=C(Oc1ccc(Br)cc1C(=O)/C=C/c1ccccc1F)c1ccco1,-5,-7,-7,0.7,1,0,11*,-3,-16,-32
COC(=O)c1ccccc1NCCO,1,5,-2,6.0,-2,1,-392,0,-329,-462
O=C(O)/C=C/c1cn(-c2ccccc2)nc1-c1cccs1,3,-4,10,6.3,6,3,-57,0,-114,-174
COC(=O)Cc1c(C)c2ccc(O)c(CNCc3ccc(OC)c(OC)c3)c2oc1=O,1,8,-5,63*,5,2,i,-2,i,i
Cc1cccc(C)c1NC(=O)C(NC=O)c1ccc(N(C)C)cc1 (configuration not stated),1,8,2,0.2,4,-4,1,6,2,9
O=C(Cn1cccc1C(=O)c1ccccc1)NCc1cccnc1,-1,10,4,0.3,6,3,4,-1,5,5
COc1cc(OC)cc(C(=O)OCc2cc3ccccc3[nH]c2=O)c1,3,-4,-4,0.6,14,2,-1,-2,1,4
Cc1cccc(/C=C2/SC(=O)N(Cc3ccccc3)C2=O)n1,4,5,4,-0.2,16,5,-3,0,0,1

# 4 entries from above, ordered by the number in ARFGAP1 inhibitor, low to high:
Structure	ARFGAP1 inhibitor
CC(NC(=O)Nc1ccc(Cl)cc1)C(c1cccs1)N1CCOCC1 (configuration not stated)	-11
Cc1cc(C(=O)NC(C)c2ccccc2)c2cc(F)ccc2n1 (configuration not stated)	1
Cc1cccc(/C=C2/SC(=O)N(Cc3ccccc3)C2=O)n1	5
Cc1ccccc1CSc1nn2c(=O)c(C)nnc2s1	8

# Remaining list, next part.
SMILES,MBD2 inh,ARFGAP1 inhibitor,DDE Tn6 FP inh,proKLK7 act,ASAP1 GAP inh,Tn7 DDE FP,ADAM17 inh,UHRF1 binding,PLC-gamma1 inh,PLCb3 inh
CC12CCC(C(=O)N3CCN(c4ccccc4)CC3)(CC1=O)C2(C)C (configuration not stated),6,7,-13,0.3,14,1,-6,1,-3,-7
CC(C)(C)c1ccc(C(=O)NC2CCN(Cc3ccccc3)CC2)cc1,0,-5,-5,0.5,-2,7,-1,0,3,-7
O=C(N/N=C/c1ccc(Br)cc1)c1cc[n+]([O-])cc1,-2,9,-3,-0.3,-2,1,-1,-2,-2,-4
Cc1cc2cc(CNC(=O)Cc3ccc([N+](=O)[O-])cc3)ccc2n1C,-1,3,17*,-0.3,4,2,1,0,-1,2
COC(=O)C1CCN(C(=O)COC(=O)C2CCN(S(=O)(=O)c3ccc(C)c(C)c3)CC2)CC1,-2,0,2,-0.4,1,1,-3,0,1,-4
O=C(Oc1ccc(Br)cc1)c1n[nH]c(=O)c2ccccc12,3,2,2,0.1,-2,-2,1,0,1,6
Cc1cc(C)c(S(=O)(=O)/N=C2\C=C(NS(=O)(=O)c3ccccc3)C(=O)c3ccccc32)c(C)c1,1,-7,-2,-0.5,24,-2,2,2,0,-3
Cc1ccc(NC(=O)COC(=O)Cc2csc(-c3ccc(Cl)cc3)n2)cc1C,-2,7,-1,-0.7,-10,-2,1,-2,3,5
CCCN=C1N(CC)C[C@@H]2[C@@H]3C(=O)N(C)C(=O)[C@@H]3[C@](Cc3ccccc3)(C(=O)OC)N12,1,4,-7,0.6,7,0,-1,-2,-1,3
Cc1cccc(CN2CCN(CC(=O)NCCCN3CCN(c4ccc(F)cc4)CC3)C2=O)c1,-4,2,-6,0.2,10,-3,-1,-1,2,2
COc1ccc(C(=O)c2c3ccccc3[n+]([O-])n2CCC(N)=O)cc1,1,3,-1,0.0,7,3,-2,-3,1,-2
Cc1cc(Nc2ccc(C)c(C)c2)c2ccccc2n1,1,5,5,0.0,-12,-1,-1,3,3,-2
O=C1NC[C@H](Cc2ccccc2)N(CCc2cc(C(F)(F)F)cc(C(F)(F)F)c2)C1=O,1,1,-1,-0.2,8,1,-1,-1,-3,-5
Fc1ccccc1-c1nc(-c2ccc(Br)o2)no1,3,11,-14,0.2,-5,4,-7,0,0,-2
Cc1cccc(N2CCN(C(=O)C3CCN(S(=O)(=O)N4CCOCC4)CC3)CC2)c1C,2,4,1,-0.1,6,-6,3,-1,-17,3
CC(Nc1nc(-c2ccc(F)cc2)cs1)c1nc2cc(Cl)c(Cl)cc2n1CCCO (configuration not stated),6,9,1,-0.7,12,-6,3,2,-4,-8
CCC(=O)Nc1ccc(C=C(C(C)=O)C(C)=O)cc1,-2,-2,4,0.2,-10,0,-2,2,2,-2
COc1ccc(N2CCN(C(=O)COC(=O)c3cccc(S(=O)(=O)Nc4ccccc4OC)c3)CC2)cc1,2,-9,0,0.7,-11,2,0,-3,0,-4
CC1=C(C(=O)Nc2ccccc2)C(c2ccccn2)n2ncnc2N1 (configuration not stated),3,-7,2,0.6,1,8,-4,1,-2,-2
C=C(C)CSc1nnc([C@@H]2CCCN2C(=O)OC(C)(C)C)o1,0,15,5,0.1,-9,-3,-1,-3,-2,2
Cc1cc(Cl)ccc1OCC(=O)Nc1ccccc1NS(=O)(=O)c1cccs1,-1,-11,-1,-0.2,4,-2,-3,-4,1,-6
Cc1cc(=O)oc2cc(OCC(=O)N3CC(=O)Nc4ccccc43)c(Cl)cc12,-3,-11,-4,2.4,0,-7,-48,-1,-23,-31
CC(=O)C1=C(O)C(=O)N(c2ccc(S(=O)(=O)Nc3nccs3)cc2)C1c1ccc([N+](=O)[O-])cc1 (configuration not stated),4,12,-1,0.7,8,6,-2,3,5,1
COc1ccc(C(=O)N2CCCC(c3cc(C(=O)NCc4cccnc4)no3)C2)cc1 (configuration not stated),-4,-10,1,0.5,3,1,4,1,7,4
O=C(CN1C(=O)C2C3C=CC(C3)C2C1=O)Nc1cccc(S(=O)(=O)N2CCCC2)c1 (configuration not stated),-4,19,4,-0.3,-5,-1,-2,0,2,2
COc1ccccc1N1CCN(C(=O)c2cc(C3CC3)on2)CC1,-8,-4,2,0.0,6,0,1,-2,-3,0
Cc1occc1C(=O)N1CCN(C(c2ccccc2)c2ccccc2)CC1,-6,-2,4,0.4,-7,-4,2,-2,-2,-6
O=C(CNS(=O)(=O)c1ccc(F)cc1)N1CCN(c2ccccc2)CC1,1,-9,3,0.0,-22,-8,1,-2,5,1
Cc1cc(C(=O)N2CCCC(N3CCN(c4cccc(C(F)(F)F)c4)CC3)C2)n[nH]1 (configuration not stated),1,13,2,-0.7,4,-2,-5,1,1,-5
CCc1ccc2c(c1)/C(=N/OC)C(=O)N2,2,8,-6,-0.7,-1,9,-8,-1,0,2
Cc1nc2c(ncn2-c2ccccc2)c(=O)n1NC(=O)CN1CCOCC1,1,11,4,-0.6,-4,2,0,2,3,-8
CCC(C)c1ccccc1NC(=O)CN(C)CCOc1ccc(Cl)cc1 (configuration not stated),-6,9,0,-0.2,-1,-2,2,1,1,-3
CCN(CC(=O)Nc1cc(Cl)cc(Cl)c1)CC(=O)NC1CCS(=O)(=O)C1 (configuration not stated),1,-1,-4,0.1,7,2,-6,2,1,0
O=C(CN(C1CCCCC1)S(=O)(=O)c1ccc(Br)cc1)NCc1ccncc1,3,13,-6,0.1,0,3,-4,-2,1,1
O=C(NC1CCCCCC1)c1cccc(N2CCCC2=O)c1,-1,-8,3,-0.8,7,-9,-3,-1,1,3
NC(=O)c1ccc(NC(=O)c2ccc3c(c2)OCO3)cc1,0,14,-1,0.5,1,-2,-3,-3,0,2
O=C(CNC(=O)c1cccs1)OCC(=O)c1ccc([N+](=O)[O-])cc1,-4,5,-7,0.2,-4,0,-2,2,3,2
CC1CCc2c(sc(/N=C/c3cccnc3)c2C(N)=O)C1 (configuration not stated),0,-2,1,0.1,-2,-5,-5,-3,-31,-32
O=C(CC1NCCNC1=O)Nc1ccccc1 (configuration not stated),0,-6,5,-1.2,-5,-3,-11,-3,-5,-3
CCOc1ccccc1C(=O)NCC(=O)NNC(=O)c1cccs1,-1,-2,6,-0.1,1,-3,-1,21*,-2,1
CC(=O)c1cccc(S(=O)(=O)NCC(C)(C)N2CCOCC2)c1,1,-4,-4,-0.2,-5,-1,-3,3,5,-3
COc1ccc(/C(N)=C/C(=O)C(C)(C)C)cc1,3,-1,2,-0.6,-5,8,4,-2,3,5
CN(C)c1ccc(-c2noc(C3CCN(C(=O)Nc4ccc(Cl)cc4)CC3)n2)cc1,-6,-13,-7,-0.1,-6,-8,-1,1,3,-4
CCOC(=O)C1(Cc2ccc(OC)cc2)CCN(C(=O)CCn2cccn2)CC1,-1,-7,2,0.8,-16,1,-3,0,-2,-7
CC(=C1C(=O)c2ccccc2C1=O)N1CCN(Cc2ccccc2)CC1,-1,-5,6,0.2,2,1,6,1,-2,1
